Bioassay records as filed in PubChem.
MsrA inh – bovine MsrA inhibition; inhibition, % at 15.5 µM; purified bovine MsrA, absorbance read-out; 0.75% of 360,000 active; in the data active = inhibition above about 4.5%;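 also: 0% = vehicle wells with enzyme and 100% = reference inhibitor wells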
TbMetRS inhib – blocks T. brucei methionyl-tRNA synthetase activity; purified T. brucei MetRS, ATP depletion, Kinase-Glo luminescence; 0.4% of 360,000 active; AID 624268; inhibition, % at 11.9 µM;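 active = inhibition above a per-plate cutoff of the control wells' mean inhibition plus 3 SD, cut at about 5.5% in these data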;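 also: 0% = DMSO wells median and 100% = median of wells with control inhibitor compound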
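Test system – parasite MetRS enzyme · Reagent – substrates ATP, L-methionine and bulk Escherichia coli tRNA · Doses – 11.9 µM compound single dose, 0.9% DMSO · Times – 15 min enzyme-compound preincubation, 2 h reaction, 10 min detection, 25 °C · Signal – Kinase-Glo luminescence, ATP depletion format · Controls – DMSO-only wells as low control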
CendR NRP1 mod – NRP-1/CendR interaction modulation; FAM-RPARPAR peptide binding to NRP-1, fluorescence polarization; 0.85% of 360,000 active; inhibition, % at 25 µM; O14786;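 active = inhibition or corrected inhibition above about 18%, plus a signal ratio from 0.5 to 1.5, limit read from the data, passing the limit was not always enough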; also: strong numbers were not always called active
MsrA act – bovine methionine sulfoxide reductase A activation. activation, % at 10.6 µM. purified bovine MsrA, absorbance read-out. 0.3% of 360,000 active; in the data active = activation above about 7.5%;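 also: 0% = vehicle and 100% = reference activator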
MT1-MMP act inh – MT1-MMP (human) activation inhibition | 0.061% of 360,000 active | P50281 | HT1080 RFP-PRO-GFP cells, GFP/RFP ratio fluorescence, overnight; percent of plate control window, DMSO zero | GFP/RFP ratio change, % at 20 µM | AID 651647;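 active = GFP/RFP ratio change of at least 30% with cell ATP level not reduced by more than half and red fluorescence within 50% of control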; also: strong numbers were not always called active
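system = RFP-PRO-GFP reporter HT1080 cells | dosing = 20 µM single dose, 1% DMSO | timing = overnight cell settling, then overnight compound exposure, 37 °C, 5% CO2 | read-out basis = GFP/RFP fluorescence ratio | controls = DMSO and RFP-L50D-GFP cell wells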
FAS TE block – blocks the thioesterase domain of human fatty acid synthase | P49327 | recombinant FAS-TE, OMFH fluorogenic substrate, fluorescence endpoint | inhibition, % at 15 µM | 0.67% of 360,000 active | AID 602261;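 active = compounds whose normalised, plate-corrected inhibition of enzyme fluorescence in the single-dose primary screen is 50% or more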;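 also: 0% = DMSO with enzyme and 100% = substrate without enzyme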
PABP1 MLLE inh – blocks PAM2 peptide binding to the PABP1 MLLE domain; P11940; GST-MLLE / FITC-PAM2 fluorescence polarization; inhibition, % at 20 µM; 0.36% of 360,000 active; AID 588489; in the data active = inhibition above about 35%, passing the limit was not always enough;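 also: plate controls were DMSO wells with GST-MLLE for no effect and wells lacking GST-MLLE protein for full effect; some results filed as inactive read as strong as hits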
Target sequence (P11940 whole entry, looked up, the tested form may be a part): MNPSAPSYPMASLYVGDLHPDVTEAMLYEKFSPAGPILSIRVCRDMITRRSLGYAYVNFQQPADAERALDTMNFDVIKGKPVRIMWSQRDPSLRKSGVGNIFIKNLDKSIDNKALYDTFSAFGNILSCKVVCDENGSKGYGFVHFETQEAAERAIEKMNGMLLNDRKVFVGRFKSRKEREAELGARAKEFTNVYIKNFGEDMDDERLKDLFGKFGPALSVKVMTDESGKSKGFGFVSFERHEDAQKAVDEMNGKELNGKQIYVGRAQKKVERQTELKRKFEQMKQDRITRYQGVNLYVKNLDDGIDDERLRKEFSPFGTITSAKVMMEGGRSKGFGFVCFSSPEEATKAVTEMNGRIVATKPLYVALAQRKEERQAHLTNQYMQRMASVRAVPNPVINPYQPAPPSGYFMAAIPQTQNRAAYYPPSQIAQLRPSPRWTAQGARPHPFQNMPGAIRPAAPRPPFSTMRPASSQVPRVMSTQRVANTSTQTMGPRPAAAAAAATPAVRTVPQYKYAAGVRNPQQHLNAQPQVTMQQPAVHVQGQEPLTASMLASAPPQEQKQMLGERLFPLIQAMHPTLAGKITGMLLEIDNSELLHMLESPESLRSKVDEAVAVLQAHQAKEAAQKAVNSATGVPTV
eLon inh – E. coli protease La inhibition. purified E. coli Lon protease, fluorescence polarization. 0.42% of 360,000 active. AID 602123. inhibition, % at 7.94 µM. P0A9M0; in the data active = inhibition above about 13%, passing the limit was not always enough;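 also: 0% = enzyme with probe and DMSO and 100% = no enzyme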
SKN-1 inh – blocks SKN-1 activity in C. elegans; C. elegans VP596 Pgst-4::GFP/RFP ratio, acrylamide-induced, 24 h; inhibition, % at 21.8 µM; 0.49% of 360,000 active;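 active = interference check ratio from 0.5 to 1.5 plus GFP to RFP signal ratio inhibition reaching or exceeding a fixed threshold, cut at about 30% in these data, passing the limit was not always enough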; also: some compounds called inactive have numbers as strong as hits
Numbers without * were called inactive; . = no result given.

No.	Compound	MsrA inh	TbMetRS inhib	CendR NRP1 mod	MsrA act	MT1-MMP act inh	FAS TE block	PABP1 MLLE inh	eLon inh	SKN-1 inh
1	CCc1ccc(CNC(=O)C2CCN(c3nnc(C)c4c(C)n(-c5ccc(C)cc5)nc34)CC2)cc1	.	0.1	-5	-2	-2	4	-6	-14	7
2	COc1ccc(/C=C/C(=O)OCc2csc(-c3ccccc3)n2)cc1OC	1.7	-1.0	12	-8	4	26	-20	-14	-19
3	CCOc1ncccc1C(=O)Nc1ccc(S(=O)(=O)Nc2cc(C)nc(C)n2)cc1	0.6	0.0	14	1	3	-8	8	-6	-19
4	COc1ccccc1NC(=O)CSc1nc(O)c(Cc2ccccc2)c(=O)[nH]1	-1.6	-0.3	-15	-3	3	-7	7	9	12
5	COc1ccc2nc(-c3ccccc3)[nH]c2c1	2.0	-2.1	11	-6	5	-2	1	-11	7
6	C=CCNC(=O)N1CCC(c2nc3ccccc3s2)CC1	-0.4	0.2	10	-3	-4	-8	10	-2	-8
7	CCCN(CC(=O)Nc1ccccc1OC)C(=O)c1ccc(S(=O)(=O)Nc2ccccc2OC)cc1	-0.1	-0.4	12	0	3	10	25	-7	11
8	CCOC(=O)Cc1csc(NC(=O)/C=C\c2ccccc2)n1	0.9	-0.6	-2	-4	-4	-4	-1	-1	-6
9	O=C(CNC(=O)CNC(=O)c1ccc(Cl)cc1Cl)NCc1cccc(Cl)c1	0.0	0.8	19	0	0	-3	-63	0	-6
10	COC(=O)C(/C=N/OCc1ccc([N+](=O)[O-])cc1)NC(=O)c1cccc(Cl)c1 (centres undefined)	-0.6	-0.9	-7	-8	0	22	-18	-8	10
11	COc1ccc(/C=C/C(=O)NC(=S)N2CCN(C)CC2)cc1	2.1	-0.9	-3	-14	-1	-4	-15	-4	-5
12	Cc1cc(C(=O)N/N=C/c2ccc([N+](=O)[O-])o2)c(C)o1	4.3	-0.8	19	-7	-5	-1	17	-1	-1
13	C[C@@H]1CN([C@H](C)CO)S(=O)(=O)c2ccc(Br)cc2O[C@H]1CN(C)C(=O)Nc1cccc(F)c1	0.9	-0.5	-7	-13	2	-4	14	-7	-1
14	C/C(=N\N1C(=O)c2ccccc2NC1c1ccccc1)c1ccccc1O (centres undefined)	0.9	-0.4	14	-2	-3	10	2	3	7
15	CN(Cc1ccccc1)Cc1nc2c(c(=O)n(C)c(=O)n2C)n1Cc1ccccc1Cl	1.4	-0.1	-1	1	-5	27	6	6	10
16	COC(=O)c1cccc(N2C(=O)C3C4C=CC(CC4)C3C2=O)c1 (centres undefined)	0.6	-1.2	2	-7	-1	-6	-17	-3	-16
17	CC1C(=O)N2CCCc3cc(S(=O)(=O)NCc4ccccc4Cl)cc1c32 (centres undefined)	0.0	0.8	7	-4	1	-2	2	-7	-13
18	Cc1cc(-c2nnc(-c3cccc(C(F)(F)F)c3)o2)no1	2.0	-0.1	1	-1	-2	-1	-3	2	0
19	NCc1ccccc1CS(=O)(=O)N1CCOCC1	0.9	-0.1	-5	-1	4	-11	8	3	7
20	O=C(O)CN1C(=O)CSC1=S	0.1	-1.3	1	-4	16	-7	25	3	10

(next part)
No.	Compound	MsrA inh	TbMetRS inhib	CendR NRP1 mod	MsrA act	MT1-MMP act inh	FAS TE block	PABP1 MLLE inh	eLon inh	SKN-1 inh
21	CCOc1ccc(Cn2nnc(C(=O)Nc3cc(C)cc(C)c3)c2N)cc1	0.6	-1.8	-1	1	4	13	-2	-2	4
22	Cc1cc2c(ncn2Cc2ccccc2)c([N+](=O)[O-])c1C	1.1	-0.3	-5	-2	1	4	-1	0	7
23	CC(C)n1c(SC2C(=O)CC(C)(C)CC2=O)nc2c1c(=O)n(C)c(=O)n2C	1.1	-0.9	10	-7	-1	-6	-20	-1	-1
24	COc1ccc(CNC(=O)C(c2ccco2)N(C(=O)c2csnn2)c2cccc(C)c2C)cc1 (centres undefined)	-0.2	-0.1	2	2	1	2	-2	7	-5
25	CC(C)Oc1ccc(Nc2ncnc3ccccc23)cc1	2.1	-0.8	-3	-9	0	-5	6	-8	9
26	Cc1cccc(OCC(O)CN2CCN(c3ccccn3)CC2)c1C (centres undefined)	-0.5	0.2	3	0	-8	-6	14	-12	-6
27	CCOc1ccc(C(=O)n2cc(C(=O)OC)c3ccccc32)cc1OCC	-0.2	-0.4	-12	-1	3	22	0	2	21
28	C/C(=C\CNc1ncnc2nc[nH]c12)CO	-0.1	-0.1	-3	-2	-4	-4	4	-6	-6
29	Cc1cc(=O)n2[nH]c(-c3ccc(F)cc3)nc2n1	-1.0	-0.5	0	-2	1	-3	4	-3	-11
30	COc1nccnc1NS(=O)(=O)c1ccc(NCc2cc(Br)ccc2O)cc1	-0.3	0.8	10	3	-2	0	4	12	5
31	COc1ccc(OC)c(C(=O)NC(CC(N)=O)c2ccc(NC(C)C)c([N+](=O)[O-])c2)c1 (centres undefined)	0.9	-0.2	-4	-2	9	-3	6	5	18
32	O=C(O)c1ccc(CNC(=O)c2ccc(S(=O)(=O)N3CCCCC3)cc2)cc1	0.7	-0.2	-9	0	0	-8	-9	-9	-3
33	CCOC(CNc1ncnc2sc(-c3ccccc3)cc12)OCC	3.4	0.0	-14	-1	-2	2	-16	-1	4
34	COC(=O)CN1C(c2ccc(Cl)cc2)=Nc2ccc(Cl)cc2C1c1ccccc1 (centres undefined)	0.5	-0.4	-1	-4	-51	26	1	4	22
35	CC(=O)Nc1ccc(S(=O)(=O)NCc2nc(-c3ccc(C)cc3)no2)cc1	0.1	-0.1	0	-1	1	-4	2	0	8
36	Cc1onc(-c2ccccc2)c1C(=O)Nc1cccc(S(=O)(=O)NC2=NCCC2)c1	0.4	-0.2	1	-6	-1	-4	-8	-4	1
37	COc1ccc(-c2cn3c(C)c(C(=O)Nc4cccc(C)n4)sc3n2)cc1	0.3	-0.6	-29	-7	-7	2	-44	-7	2
38	O=[N+]([O-])c1ccccc1S(=O)(=O)NCCc1ccncc1	0.0	-0.2	16	0	-2	-3	7	-2	-2
39	COc1ccc(NC(=O)c2nn(C)cc2[N+](=O)[O-])cc1	-0.3	-0.3	4	-3	3	-4	-2	3	-2
40	CCOc1cc(C(c2c(C)[nH][nH]c2=O)c2c(C)[nH][nH]c2=O)ccc1OS(=O)(=O)c1ccccc1	-0.2	0.2	5	1	3	-10	-24	-3	-9

(listing goes on)
No.	Compound	MsrA inh	TbMetRS inhib	CendR NRP1 mod	MsrA act	MT1-MMP act inh	FAS TE block	PABP1 MLLE inh	eLon inh	SKN-1 inh
41	Cc1ccc(NC(=O)C2CC(=O)N/C(=N/N=C/c3ccco3)S2)cc1C (centres undefined)	.	-0.5	-7	-6	6	-14	-9	1	6
42	COCc1cc(C)nc2sc(C(=O)Nc3ccccc3F)c(N)c12	-0.5	-0.4	-4	-5	-3	6	15	0	14
43	COc1cc(/C=N/Nc2ccc([N+](=O)[O-])cc2S(=O)(=O)N2CCOCC2)cc(OC)c1OC	-1.7	0.0	-32	2	-7	46	-27	-14	9
44	CCOC(=O)c1cnc2ccc(OCC)cc2c1N1CCN(c2ccccc2OC)CC1	.	-0.5	-3	2	-13	25	-2	-8	6
45	CN(C)c1ccc(O)c2c1CC1CC3C(N(C)C)C(=O)C(C(N)=O)=C(O)[C@@]3(O)C(=O)C1=C2O (some centres undefined)	4.3	-0.3	13	-1	-10	-1	10	-3	26
46	Cc1cc(N2CCN(c3ccccc3)CC2)nc(-n2nc(C)cc2C)n1	0.5	-0.3	-5	-3	8	-1	3	-4	-10
47	NS(=O)(=O)c1ccc(CCNC(=S)Nc2ccccc2)cc1	-0.6	-0.5	6	-5	-4	-10	-1	-10	7
48	Cc1ccc2c(CC(=O)N3CCN(S(=O)(=O)c4cccs4)CC3)coc2c1	-0.1	-0.7	5	-2	0	9	-18	0	-16
49	Cc1cc(C)c2sc(N(CCCN(C)C)C(=O)c3ccc(S(=O)(=O)N(C)C4CCCCC4)cc3)nc2c1	-2.8	-0.4	-2	3	-1	26	7	-5	9
50	CCOC(=O)c1ccc2c(c1)NCc1cccc(OC)c1O2	-0.2	5.8*	17	0	-6	7	9	9	6
51	COc1cccc(NC(=O)CSc2ncnc3c2cnn3Cc2ccccc2)c1	1.0	0.0	-3	-2	-1	23	7	-3	15

A second format for some results above:
#34 COC(=O)CN1C(c2ccc(Cl)cc2)=Nc2ccc(Cl)cc2C1c1ccccc1 (centres undefined)
#35 CC(=O)Nc1ccc(S(=O)(=O)NCc2nc(-c3ccc(C)cc3)no2)cc1
#36 Cc1onc(-c2ccccc2)c1C(=O)Nc1cccc(S(=O)(=O)NC2=NCCC2)c1
#37 COc1ccc(-c2cn3c(C)c(C(=O)Nc4cccc(C)n4)sc3n2)cc1
#38 O=[N+]([O-])c1ccccc1S(=O)(=O)NCCc1ccncc1
#39 COc1ccc(NC(=O)c2nn(C)cc2[N+](=O)[O-])cc1
#40 CCOc1cc(C(c2c(C)[nH][nH]c2=O)c2c(C)[nH][nH]c2=O)ccc1OS(=O)(=O)c1ccccc1
entry no. | 34 | 35 | 36 | 37 | 38 | 39 | 40
MsrA inh | 0.5 | 0.1 | 0.4 | 0.3 | 0.0 | -0.3 | -0.2
TbMetRS inhib | -0.4 | -0.1 | -0.2 | -0.6 | -0.2 | -0.3 | 0.2
CendR NRP1 mod | -1 | 0 | 1 | -29 | 16 | 4 | 5
MsrA act | -4 | -1 | -6 | -7 | 0 | -3 | 1
MT1-MMP act inh | -51 | 1 | -1 | -7 | -2 | 3 | 3
FAS TE block | 26 | -4 | -4 | 2 | -3 | -4 | -10
PABP1 MLLE inh | 1 | 2 | -8 | -44 | 7 | -2 | -24
eLon inh | 4 | 0 | -4 | -7 | -2 | 3 | -3
SKN-1 inh | 22 | 8 | 1 | 2 | -2 | -2 | -9

#41 Cc1ccc(NC(=O)C2CC(=O)N/C(=N/N=C/c3ccco3)S2)cc1C (centres undefined)
#42 COCc1cc(C)nc2sc(C(=O)Nc3ccccc3F)c(N)c12
#43 COc1cc(/C=N/Nc2ccc([N+](=O)[O-])cc2S(=O)(=O)N2CCOCC2)cc(OC)c1OC
#44 CCOC(=O)c1cnc2ccc(OCC)cc2c1N1CCN(c2ccccc2OC)CC1
#45 CN(C)c1ccc(O)c2c1CC1CC3C(N(C)C)C(=O)C(C(N)=O)=C(O)[C@@]3(O)C(=O)C1=C2O (some centres undefined)
#46 Cc1cc(N2CCN(c3ccccc3)CC2)nc(-n2nc(C)cc2C)n1
#47 NS(=O)(=O)c1ccc(CCNC(=S)Nc2ccccc2)cc1
entry no. | 41 | 42 | 43 | 44 | 45 | 46 | 47
MsrA inh | . | -0.5 | -1.7 | . | 4.3 | 0.5 | -0.6
TbMetRS inhib | -0.5 | -0.4 | 0.0 | -0.5 | -0.3 | -0.3 | -0.5
CendR NRP1 mod | -7 | -4 | -32 | -3 | 13 | -5 | 6
MsrA act | -6 | -5 | 2 | 2 | -1 | -3 | -5
MT1-MMP act inh | 6 | -3 | -7 | -13 | -10 | 8 | -4
FAS TE block | -14 | 6 | 46 | 25 | -1 | -1 | -10
PABP1 MLLE inh | -9 | 15 | -27 | -2 | 10 | 3 | -1
eLon inh | 1 | 0 | -14 | -8 | -3 | -4 | -10
SKN-1 inh | 6 | 14 | 9 | 6 | 26 | -10 | 7

#48 Cc1ccc2c(CC(=O)N3CCN(S(=O)(=O)c4cccs4)CC3)coc2c1
entry no. | 48
MsrA inh | -0.1
TbMetRS inhib | -0.7
CendR NRP1 mod | 5
MsrA act | -2
MT1-MMP act inh | 0
FAS TE block | 9
PABP1 MLLE inh | -18
eLon inh | 0
SKN-1 inh | -16
